# Source: PubChem
# D1 PAM: enhances dopamine response at the human D1 receptor; P21728; HEK293 TREx D1 cells, calcium flux, dopamine EC20 potentiation; potentiation, % at 10 µM; 0.036% of 360,000 active; AID 504651; in the data active = potentiation above about 30%; note: 0% is about no effect
# Target sequence (P21728 whole entry, looked up): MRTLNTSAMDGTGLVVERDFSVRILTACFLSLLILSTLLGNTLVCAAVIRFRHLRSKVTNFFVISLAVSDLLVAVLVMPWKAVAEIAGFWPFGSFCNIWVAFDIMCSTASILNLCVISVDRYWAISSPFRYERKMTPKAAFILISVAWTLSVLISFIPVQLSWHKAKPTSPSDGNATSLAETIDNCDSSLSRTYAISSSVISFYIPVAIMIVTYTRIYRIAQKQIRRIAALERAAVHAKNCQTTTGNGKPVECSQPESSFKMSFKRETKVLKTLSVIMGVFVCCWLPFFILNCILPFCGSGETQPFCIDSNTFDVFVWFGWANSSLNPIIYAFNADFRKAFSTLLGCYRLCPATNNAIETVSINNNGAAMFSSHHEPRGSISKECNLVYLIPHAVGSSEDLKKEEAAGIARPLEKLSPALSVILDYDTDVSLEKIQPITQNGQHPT
# Vif-APOBEC3G blk: inhibitors of Vif-APOBEC3G interaction; Potency, µM (titrated, usually from 46.1 µM), without a hit: at the top dose activity, negative = active, most hits filed as inhibitors; AID 602310; HeLa A3G-eYFP + Vif (tagged APOBEC3G with the HIV-1 protein that degrades it), YFP fluorescence, overnight; Q9HC16; 0.076% of 410,000 active;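 note: potency is the fitted concentration of half-maximal effect; % is set by controls: 0 for no effect and ±100 for the full control effect; nearly all actives have a fitted effect of over 60% in size; hits raise eYFP signal because A3G escapes Vif-driven loss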
#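 Read-out is eYFP fluorescence (Ex 488/Em 500-530) from Vif-expressing HeLa A3G-eYFP cells; more signal means A3G escaped Vif-mediated degradation. Cells plated overnight, compound pinned in, incubated overnight at 37 deg C.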
# Vif-A3F inh: Vif-A3F binding inhibition. Potency, µM (titrated, usually from 46.1 µM), inactives show at the top dose activity, negative = active. AID 602313. 0.2% of 390,000 active. HeLa A3F-eYFP + Vif (tagged APOBEC3F with the HIV-1 protein that degrades it), YFP fluorescence increase; note: potency is the fitted concentration of half-maximal effect; % of control where 0% means no effect; nearly all actives have a fitted effect of over 65% in size
#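 HeLa cells stably expressing A3F-eYFP plus Vif, plated and incubated overnight at 37 deg C, then exposed to compounds overnight at 37 deg C. Blocked degradation read as raised yellow fluorescence (Ex 488/Em 500-530).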
# GRP78 ERSR act: ER stress response induction in glioma. U87-MG GRP78 promoter luciferase reporter, 16 h. Potency, µM, for inactives: top-dose activation, hits mostly activators. 0.02% of 420,000 active; note: potency is the fitted concentration of half-maximal effect; series mostly up to about 76 µM; % of control where 0% means no effect; nearly all actives have a fitted effect of over 35% in size
#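 Stably transfected U87-MG glioma cells carrying a GRP78-based luciferase sensor; 16 h compound incubation. Luminescence end-point read 10 min after Bright-Glo addition at room temperature.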
# D1 antagonist: antagonists of human D1 dopamine receptor; P21728; HEK293 TREx D1 cells, calcium flux, dopamine EC80; active compounds read low; activity change, negative = inhibition, % at 10 µM; 3.2% of 360,000 active; AID 504652; in the data active = activity change below about -30%; note: % is set by controls: 0 for no effect and ±100 for the full control effect
#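 Antagonism measured as reduced calcium response to an EC80 dopamine addition following 180 s compound pre-read; cells were inducible HEK293 Trex D1 plated overnight at 30 C, read kinetically at 1 cycle/sec.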
# RXFP1 antagonist: blocks the human relaxin receptor RXFP1. Q9HBX9. HEK293-RXFP1, relaxin-stimulated cAMP HTRF, 30 min; active compounds read low. activity change, negative = inhibition, % at 57.5 µM. 0.59% of 350,000 active;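 active = activity change of -60% or lower, but not beyond a set lower limit; inconclusive = change between -60% and -40%, or beyond the set limit; inactive = change above -40%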; note: % is set by controls: 0 for no effect and ±100 for the full control effect
# D2 potentiator: D2 dopamine receptor (human) potentiation | potentiation, % at 10 µM | P14416 | 0.34% of 340,000 active | HEK293 T-REx D2, calcium flux, EC20 dopamine potentiation;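 active = potentiation over 3 SD above the plate norm, cut at about 30% in these data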; note: 0% is about no effect
# Target sequence (P14416 whole entry, looked up): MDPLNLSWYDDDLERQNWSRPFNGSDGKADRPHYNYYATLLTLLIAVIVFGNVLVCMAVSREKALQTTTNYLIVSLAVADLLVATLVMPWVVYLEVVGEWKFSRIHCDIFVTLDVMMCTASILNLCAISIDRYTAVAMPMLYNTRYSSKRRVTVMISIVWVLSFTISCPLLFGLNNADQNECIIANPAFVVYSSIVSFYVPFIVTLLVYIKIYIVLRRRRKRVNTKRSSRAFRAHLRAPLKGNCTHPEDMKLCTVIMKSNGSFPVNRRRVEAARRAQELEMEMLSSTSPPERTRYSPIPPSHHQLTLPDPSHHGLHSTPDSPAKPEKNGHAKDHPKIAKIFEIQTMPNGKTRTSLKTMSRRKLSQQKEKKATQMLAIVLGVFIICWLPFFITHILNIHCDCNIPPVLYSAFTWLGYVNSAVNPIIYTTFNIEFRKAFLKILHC
#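 Tetracycline-induced Hek293 Trex D2 cells, force-coupled to calcium, loaded with no-wash calcium dye. Compound added with 180 s kinetic read for agonism, then EC20 dopamine and a further 180 s read for potentiation.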
# RXFP1 ag: agonists of human relaxin receptor RXFP1; Q9HBX9; Potency, µM (doses to about 57.5 µM), inactives show top-dose activation, usual class: activators; HEK293T-RXFP1 cAMP TR-FRET, 30 min; response scale: percent of porcine relaxin response, buffer zero; 0.3% of 370,000 active; note: potency is the fitted concentration of half-maximal effect; % is set by controls: 0 for no effect and ±100 for the full control effect; nearly all actives have a fitted effect of over 60% in size; many of its hits are not listed in these tables
#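 Agonist response is measured as cAMP accumulation in an RXFP1-transfected HEK293T line under PDE4 inhibition. Values are scaled between buffer-only and 29 nM porcine relaxin, and EC50s come from standard Hill equation fits.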
# D1 ag: human D1 receptor agonism; activation, % at 2 µM; HEK293 T-REx D1 cells, calcium flux, agonist mode; P21728; 1% of 360,000 active; in the data active = activation above about 30%; note: 0% is about no effect
#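 Inducible HEK293 T-REx D1 cells, force-coupled to calcium signalling, were plated at 4000 cells/well with tetracycline and held overnight at 30 C. After no-wash calcium dye loading, compound-evoked calcium rise over 180 s flagged agonists.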
# The depositor's hits bear a star; ? = inconclusive; nt = not tested or not shown. Unless noted, calls come from the whole dose curve; as a rule, active = well fitted curve in the direction sought with a large enough effect; inconclusive = small, poorly fitted or top-dose-only effect, or another doubt; inactive = no such curve, though single readings can be large; an effect the other way counts as inactive or inconclusive.
mol,D1 PAM,Vif-APOBEC3G blk,Vif-A3F inh,GRP78 ERSR act,D1 antagonist,RXFP1 antagonist,D2 potentiator,RXFP1 ag,D1 ag
Cc1ccc(CN(C(=O)c2cc(=O)c3cc(Cl)c(C)cc3o2)C2CCS(=O)(=O)C2)cc1 (stereo not drawn),3,-1%,-7%,0%,10,9,8,8.5%,0
CC1(C)OC2OC3C(CNCCO)OC(c4ccccc4)OC3C2O1 (stereo not drawn),nt,2%,9%,-5%,nt,-10,nt,nt,nt
CCN1CC=C2C(C#N)=C(N)C(C#N)(C#N)[C@H](c3cccc(OC)c3OC)[C@H]2C1,-4,2%,-10%,-3%,-22,20,nt,-0.9%,20
CCOc1ccccc1CNC(=O)Cn1ccc2cc(S(=O)(=O)N3CCC(C)CC3)ccc21,3,0%,6%,-4%,36,-5,-10,2.9%,7
COc1ccc(OCCOC(=O)CN2C(=O)NC3(CCCC3)C2=O)cc1,1,-1%,-24%,-5%,13,-13,1,-1.2%,-1
CCN(c1ccccc1)c1nc2nonc2nc1NCCO,-9,-8%,-1%,0%,9,13,-15,4.8%,2
CCOc1ccc(C(=O)c2cn(Cc3ccccc3OC)c3cc4c(cc3c2=O)OCCO4)cc1,-1,-8%,0%,-2%,-15,-39,-1,1.7%,3
COc1ccccc1CNC(=O)CCN1C(=O)COc2ccc(C)cc21,3,-3%,-3%,-5%,0,-8,-7,2.3%,3
CCC1CCCCN1CC(=O)Nc1ccc2c(c1)OCCO2 (stereo not drawn),-2,-2%,-1%,4%,-3,2,5,1.4%,1
COc1cccc(-c2c(C#N)c(N)nc3c2c(=O)nc2sccn23)c1,-4,nt,nt,nt,-29,nt,8,7.3%,6
CCOC(=O)c1sc(NC(=O)C2CCC2)cc1C,-4,-1%,3%,3%,-14,-9,-4,4.6%,1
CCOC(=O)c1sc(NC(=O)/C=C/c2ccc(C(C)C)cc2)c(C(=O)OCC)c1C,1,3%,4%,2%,-1,5,-2,-1.2%,-1
CC1(C)SC2c3ccccc3C(=O)N2[C@@H]1C(=O)NCc1ccco1 (stereo partly drawn),-8,1%,5%,-1%,19,-2,1,1.4%,2
Cc1cc(NS(=O)(=O)c2ccc(NC(=S)NC(=O)c3ccc(C(C)(C)C)cc3)cc2)no1,-2,-2%,0%,11%,12,-18,-14,2.0%,10
Cc1cc(-n2cccn2)ccc1CN1CCN(CC(C)C)C(CCO)C1 (stereo not drawn),-6,5%,-13%,0%,-2,1,0,1.5%,1
COc1ccc(C)cc1S(=O)(=O)NCCC1=CCCCC1,-7,2%,0%,-4%,4,-10,7,0.1%,1
Cc1ccc2cc([N+](=O)[O-])ccc2n1,-3,-1%,4%,-4%,-2,1,6,-2.9%,0
Cc1ccc(S(=O)(=O)NCc2cccnc2)cc1,-4,2%,-2%,-2%,7,0,-2,0.3%,1
Cc1oc(-c2ccccc2F)nc1CN1CCC(C(=O)NCCc2ccc(Cl)cc2)CC1,-2,-2%,-1%,-1%,-10,nt,-5,-0.1%,35*
Cc1ccc(C(=O)NCC(=O)NCC(=O)OCC(=O)c2ccc([N+](=O)[O-])cc2)cc1,1,3%,-6%,-6%,5,1,4,-0.7%,0
O=C(CSc1nc(-c2ccccc2)cs1)N1CCc2ccccc21,-5,-3%,-5%,-1%,-8,-4,-9,3.1%,8
Cc1cccc(CN2CCc3c([nH]c4ccccc34)C2)c1,0,6%,10%,-3%,2,?,-23,2.8%,4
O=C(Nc1ccc2c(c1)OCCO2)c1cccnc1,-4,1%,nt,-5%,-1,2,-12,0.0%,2
COc1ccccc1NS(=O)(=O)c1cccc(C(=O)N/N=C(\C)c2ccc3c(c2)OCCO3)c1,-4,-1%,5%,-1%,-17,14,24,2.3%,-1
N#C/C(=C\c1ccc(OCCN2CCOCC2)cc1)C(=O)Nc1ccc(S(N)(=O)=O)cc1,-6,5%,1%,1%,-1,6,nt,6.5%,1
CC(C)CCNC(=O)C1CCN(S(=O)(=O)c2ccc3c(c2)CCC(=O)N3)CC1,-2,-4%,-8%,-3%,2,nt,10,2.2%,0
Cc1cc(S(=O)(=O)N2CCCCC2CCNC(=O)C(=O)NC2CC2)ccc1F (stereo not drawn),-7,0%,0%,0%,-3,-7,5,-0.6%,1
CC(=O)c1c(C)[nH]c(C(=O)N2CCN(S(=O)(=O)c3ccc(F)c(F)c3)CC2)c1C,-3,0%,1%,-2%,5,-15,2,-0.9%,2
O=C(O)c1ccc(N/N=C/c2cn(Cc3ccc(F)cc3)c3ccccc23)cc1,4,0%,0%,-5%,-10,-20,8,5.4%,7
CCOc1ccc(/C=C/C(=O)c2c(O)c3ccccc3oc2=O)cc1,2,0%,5%,-1%,2,nt,-1,1.1%,1

# The final two entries of the part above come first, to join the parts.
mol,D1 PAM,Vif-APOBEC3G blk,Vif-A3F inh,GRP78 ERSR act,D1 antagonist,RXFP1 antagonist,D2 potentiator,RXFP1 ag,D1 ag
O=C(O)c1ccc(N/N=C/c2cn(Cc3ccc(F)cc3)c3ccccc23)cc1,4,0%,0%,-5%,-10,-20,8,5.4%,7
CCOc1ccc(/C=C/C(=O)c2c(O)c3ccccc3oc2=O)cc1,2,0%,5%,-1%,2,nt,-1,1.1%,1
CC(=O)Nc1ccc(O)c(-c2nc3ccccc3s2)c1,2,-5%,-5%,-7%,-13,7,2,8.9%,3
O=C(CSc1ccccn1)N1CCN(c2ccccc2)CC1,-3,1%,-3%,12%,-8,4,10,0.8%,1
O=C(COC(=O)CCCN=C1NS(=O)(=O)c2ccccc21)NC(=O)NC1CCCC1,-1,2%,18%,-4%,-2,-11,nt,-0.7%,0
O=C(CNC(=O)c1ccc(Cl)c([N+](=O)[O-])c1)OC1CCCCC1=O (stereo not drawn),-4,3%,-7%,-4%,-19,-15,1,0.8%,3
C=CC(=O)NC(NC(=O)C=C)c1ccc(Br)cc1,nt,?,-5%,1%,nt,4,nt,0.8%,nt
N#CCC(=O)Nc1ccc(C(=O)NNC(=S)NC2CC2)cc1,-1,1%,-7%,-2%,0,7,11,-1.4%,5
Cc1cc(C)c(C#N)c(SCC(=O)NC(C)(C)C)n1,-3,-3%,2%,1%,-10,nt,15,2.5%,-1
Cc1cccc(-n2cnc(C(=O)N3CCN(C)CC3)c2)n1,4,0%,3%,2%,-6,5,-7,0.7%,3
CCc1sc(N(C(=O)Cc2ccccc2)c2ccc(F)cc2)nc1-c1ccccc1,-2,-10%,-6%,-2%,5,3,nt,2.7%,1
COC(=O)C1CCN(C(=O)c2sc3nc(-c4ccc(F)cc4)cn3c2C)CC1,4,1%,6%,-5%,6,-11,31*,3.4%,-1
CC(=O)Nc1ccc(C)c(NS(=O)(=O)c2cccc(C(F)(F)F)c2)c1,0,2%,-12%,-3%,-1,2,6,1.2%,2
COc1ccc(CCN2C(=O)c3ccncc3C2=O)cc1OC,-8,-7%,-4%,-4%,7,-2,15,0.2%,0
Cn1ccsc1=NC(=O)c1ccc(Cl)c([N+](=O)[O-])c1,-5,-4%,-10%,-3%,-1,-5,-7,1.9%,1
O=[N+]([O-])c1cc2c(cc1/C=N\NS(=O)(=O)c1ccccc1)OCO2,5,1%,-4%,-1%,5,-7,-4,-0.1%,2
Cc1nnc(N/N=C/c2cccc(OCc3ccc(Cl)c(Cl)c3)c2)n1N,-3,-6%,4%,10%,-1,nt,-9,2.8%,1
COc1cccc(C(=O)N[C@@H](CCSC)c2nc3ccccc3[nH]2)c1,4,0%,-12%,-5%,4,7,-15,-0.3%,3
CC(=O)Oc1ccc(-c2ccc(C(=O)OCC(=O)c3c(N)n(C)c(=O)n(C)c3=O)cc2)cc1,nt,-2%,-16%,-9%,nt,-1,nt,nt,nt
COc1ccc(C(CC(=O)O)NC(=O)COc2ccc(C)cc2)cc1OC (stereo not drawn),0,0%,2%,-4%,4,-12,7,0.6%,2
Cc1cc(NC(=O)COC(=O)[C@H](C)NC(=O)c2ccccc2)no1,-4,2%,1%,-4%,-21,0,-3,-2.3%,2
COc1ccc2c(c1)c(CC(=O)Nc1nnc(C3CC3)s1)c(C)n2C(=O)c1ccc(Cl)cc1,-5,-15%,-30%,3%,13,-24,8,0.0%,2
CC(C)(C)CN1CCC(n2nccc2NC(=O)c2ccccc2Cl)CC1,4,2%,-2%,-2%,-9,7,5,0.0%,-1
COc1ccc(C(=O)OCC(=O)N(Cc2ccccc2)Cc2ccccc2)c(O)c1,nt,0%,7%,-1%,nt,0,nt,nt,nt
O=C1NC(Cc2ccc(O)cc2)c2nc3cc(Cl)ccc3c(=O)n2-c2cc3ccccc3cc21 (stereo not drawn),nt,-2%,5%,-1%,nt,-12,nt,nt,nt
CCOc1cccc(C2c3[nH]c4ccccc4c3CCN2C(=O)CCC2CCCC2)c1 (stereo not drawn),0,-11%,1%,-2%,-2,-3,7,0.4%,1
CC(=O)c1ncnn1CC(=O)c1ccc(Cl)cc1Cl,-3,-12%,-9%,0%,1,-9,-8,2.0%,2
CC1CCN(C(=O)Cn2nc(C(F)(F)F)c3c2CCCC3)CC1,-5,1%,-2%,-1%,4,-7,6,-0.6%,2
Cc1ccccc1OCCSc1nc2ncnc(N)c2[nH]1,-4,-2%,?,-3%,-14,-8,-6,2.7%,0
CCCCn1c(N)c(N(CCOC)C(=O)CSCc2cccc(C)c2)c(=O)[nH]c1=O,1,-1%,4%,-2%,-4,-3,4,-0.9%,1
O=C(CN(c1ccccc1F)S(=O)(=O)c1ccccc1)Nc1ccccc1C(=O)N1CCOCC1,-5,-1%,-14%,-2%,4,5,-1,-0.6%,-1
CC(=O)N1c2ccc(S(=O)(=O)N3CCC(C(=O)NCCc4ccc(Cl)cc4)CC3)cc2CC1C (stereo not drawn),-5,5%,3%,-7%,-29,25,1,0.4%,9
COc1cc2c(C(=O)N3CCCc4ccccc43)cn(C)c(=O)c2cc1OC,2,0%,-7%,-3%,-1,8,-2,0.1%,2

# These rows are one share of the data; the hit share may differ from the screen's.
